Source: PubChem BioAssay
INS-1E GSIS act = primary screen for activators of insulin secretion dependent on glucose, INS-1E cells, GLuc reporter luminescence; INS-1E GLuc reporter insulin secretion, 2-3 h; activation, % at 16.6 µM; 370,000 tested, 0.61% active; AID 743287;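 active = lowest replicate activation of at least 40%, so every replicate reaches that level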;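 note: 0% = median of neutral control wells and 100% = median of IBMX positive control wells; some compounds called inactive have numbers as strong as hits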
EWS-Fli inh = blocks EWS/Fli oncoprotein-driven transcription. A673 NR0B1-luciferase reporter, viability-normalised. inhibition, % at 12.6 µM. 350,000 tested, 0.67% active. AID 651661;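 active = mean inhibition of at least 50% after viability correction, with every replicate also passing that limit; inconclusive = mean reaches 50% but only one of two replicates passes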;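 note: firefly luciferase signal divided by Alamar Blue viability fluorescence both relative to DMSO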
Xi reactivation = reactivates the inactive X chromosome in mouse fibroblasts | activation, % at 7.58 µM | XiGFP mouse fibroblasts, % GFP-positive cells imaging, 3 d; cells co-treated with 5-aza-dC sensitizer; scaled so ellipticine positive control = 100% | 360,000 tested, 0.055% active;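 active = mean normalized replicate activation at least 10% and every replicate at or above 10%; inconclusive = only one of the two criteria met; inactive = mean below 10% and not all replicates reach 10%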;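 note: 0% = median of on-plate neutral control wells and 100% = ellipticine 6 µM median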
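System: XiGFP fibroblasts, SV40-immortalized. Medium: DMEM plus 5-aza-dC sensitizer. Doses: single point. Timing: 3 d treatment, 15 min room-temperature fixation. Control set: ellipticine 6 µM.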
ARNT TACC3 PPI = disrupts binding between human ARNT and TACC3; AlphaScreen His-ARNT PAS-B/GST-TACC3 binding, luminescence; TACC3 fragment carries E629A point mutation; 390,000 tested, 0.66% active; Q9Y6A5; inhibition, % at 9.99 µM;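 active = mean inhibition of replicates at least 50% and at least half of replicates each reaching 50%; inconclusive = half or more replicates reach 50% but mean below 50%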;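 note: 0% = complete ARNT plus TACC3 wells and 100% = ARNT alone without TACC3; many hits fall short of the cut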
CFTR F508del cor = correctors of CFTR F508del function in bronchial epithelial cells; 350,000 tested, 0.36% active; AID 720511; activity (quench increase), % at 7.58 µM; CFBE cells, YFP halide quenching; stimulated with forskolin plus potentiator P3; % fluorescence drop versus neutral controls;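 active = mean added fluorescence quench of at least 8% versus neutral control, with both replicates also reaching 8%; inconclusive = only one of the mean or replicate conditions met; inactive = mean below 8% and not both replicates reaching 8%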;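 note: cells transiently co-express mutant CFTR-F508del with the halide-sensitive YFP; corrector assay measuring rescue of mutant channel to the surface after 24 h compound exposure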
DENV2 CPE rescue = DENV2-induced cell death inhibition; AID 651640; 350,000 tested, 1.7% active; DENV2-infected cells, cytopathic effect rescue, plate reader; CPE inhibition, % at 9.99 µM; in the data active = CPE inhibition above about 20%, passing the limit was not always enough; inconclusive = no clear call, values can overlap the other calls; tested in BHK-21 cells;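 note: 0% = median of neutral control wells and 100% = median of positive control wells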
PAX8 reporter = inhibitors of PAX8 transcriptional activity in RMG-I cells; RMG-I TPO-luciferase reporter, SteadyGlo, 24 h; inhibition, % at 12.6 µM; 360,000 tested, 1.2% active; AID 652154;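 active = mean replicate inhibition at least 60% with every replicate also reaching 60%; inconclusive = only one of the two criteria is met; inactive = mean below 60% and not all replicates reaching 60%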;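 note: luciferase light reporting Pax8 driven TPO promoter activity; plate controls were median of neutral control wells for no effect and mitoxantrone controls for full effect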
ERp5 block = ERp5 (human) disulfide isomerase inhibition | Q15084 | ERp5 insulin aggregation, absorbance 650 nm, 90 min | inhibition, % at 9.99 µM | 350,000 tested, 0.05% active | AID 651711;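 active = mean replicate inhibition above about 25%, with every replicate also reaching it, limit read from the data, passing the limit was not always enough; inconclusive = only one of those two criteria met; inactive = neither criterion met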
Target sequence (Q15084 whole entry, looked up): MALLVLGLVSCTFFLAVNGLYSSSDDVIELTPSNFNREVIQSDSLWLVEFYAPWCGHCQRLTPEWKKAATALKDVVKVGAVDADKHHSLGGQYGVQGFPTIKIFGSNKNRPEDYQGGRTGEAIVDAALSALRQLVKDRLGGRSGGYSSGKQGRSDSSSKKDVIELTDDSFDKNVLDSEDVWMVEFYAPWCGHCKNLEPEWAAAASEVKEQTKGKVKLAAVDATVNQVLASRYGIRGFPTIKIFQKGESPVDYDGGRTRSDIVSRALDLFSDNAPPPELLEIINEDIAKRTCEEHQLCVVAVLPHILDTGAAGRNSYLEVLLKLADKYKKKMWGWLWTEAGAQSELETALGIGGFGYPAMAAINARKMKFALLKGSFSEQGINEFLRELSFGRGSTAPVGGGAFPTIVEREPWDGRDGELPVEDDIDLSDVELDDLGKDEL
Numbers without * were called inactive; u = inconclusive; x = not tested or not shown; & = joins results of further samples.

Every second line gives: PAX8 reporter, CFTR F508del cor, Xi reactivation, INS-1E GSIS act, ERp5 block, DENV2 CPE rescue, EWS-Fli inh, ARNT TACC3 PPI
COc1cc(CNC[C@H]2O[C@@H](n3ccc(N)nc3=O)[C@H](O)[C@@H]2O)ccc1OCc1ccc(C)cc1
 : -26, -1.4, 0.2, -1, 1, -6, -20, x
CCn1c(CSCc2ccc(C)cc2)n[nH]c1=S
 : 4, x, 0.3, x, 3, -6, 5, -1
Cc1sc2ncn(CC(=O)NCCCN3CCC(C)CC3)c(=O)c2c1S(=O)(=O)N1CCC(C)CC1
 : -11, 0.5, 0.0, 18, 3, -1, 3, -2
COc1ccc(OC)c(CCNC(=O)CC2Oc3ccc(C)cc3NC2=O)c1 (stereo not drawn)
 : 11, 5.7, 0.3, 7, 7, 1, -5, x
CCOc1cc(S(=O)(=O)NCCCn2ccnc2)ccc1Cl
 : 10, 1.0, 0.0, -14, -1, 4, 11, -1
COc1cccc(Nc2cc(C)nc3nc(C)nn23)c1
 : 8, -0.1, 0.1, 12, 3, u, -4, 4
CC=Cc1ccc2n(c1=O)C[C@H]1[C@H](CO)[C@@H](C(=O)NC3CCCC3)N(CC3CCCCC3)[C@@H]21 (mixture of isomers)
 : 4, 4.1, 0.0, -10, -13, -16, -1, 5
Cc1ccc2c(c1)-n1c(nc3ccc(Cl)cc3c1=O)C(CC(C)C)NC2=O (stereo not drawn)
 : 15, -1.2, 0.0, 1, 3, x, 3, x
COc1ccccc1C(=O)NNC(=O)c1cccc(F)c1
 : 5, x, 0.0, 3, x, x, x, -9
CC(C)CN1C(=O)[C@@]2(Cc3ccccc31)c1ccccc1C(=O)N(Cc1ccccc1Cl)[C@H]2c1ccc(CO)cc1
 : 8, -2.5, x, x, -3, 10, 4, 0
CCOc1ccccc1NS(=O)(=O)c1ccc2c(c1)N(C)CCO2
 : 14, -3.2, 0.0, -12, 7, 16, -7, 25
Cc1ccc(S(=O)(=O)Nc2ccc3c(c2)C(=O)N([C@H](C)CO)C[C@H](C)[C@@H](CN(C)C(=O)NC(C)C)OCCCC[C@@H](C)O3)cc1
 : -25, -0.8, 0.1, -3, 7, -4, -7, -6
C[C@@H]1CCCCO[C@H](CN(C)C(=O)Nc2ccc3c(c2)OCO3)[C@@H](C)CN([C@H](C)CO)C(=O)c2cc(NS(=O)(=O)c3ccc(F)cc3)ccc2O1
 : -13&0, 0.1&0.9, -0.1&0.1, 4&-3, 2, -3&11, 12&-1, -1
Cc1noc(C)c1S(=O)(=O)Nc1ccc2c(c1)C(=O)N([C@@H](C)CO)C[C@@H](C)[C@@H](CN(C)C(=O)Nc1ccccc1)OCCCC[C@@H](C)O2
 : 2, -1.0, 0.2, -30, 2, 95*, -14, -5
C[C@H](CO)N1C[C@H](C)[C@H](CN(C)S(C)(=O)=O)Oc2ccc(NC(=O)Cc3ccccc3)cc2CC1=O
 : -7, 0.8, 0.2, 26, 7, -8, 1, -1
CC(=O)NC[C@H]1[C@@H](c2ccc(C3=CCCCC3)cc2)[C@@H](CO)N1C(=O)C1CC1
 : x, 0.3, 0.2, -3, -1, 7, x, x
O=C1Oc2ccccc2C(=O)/C1=C/c1ccccc1O
 : -17, 0.5, 0.1, -12, 1, -6, -5, -1
C=CCN(CC=C)S(=O)(=O)c1ccc(C(=O)Nc2nnc(COC)o2)cc1
 : 3, x, 0.0, 4, 4, 9, 27, 35
COc1ccc(C=C2C(=O)OC(C)(C)OC2=O)cc1OC
 : -27, 3.8, 0.0, 9, -13, -2, -11, -8
CC1(C(=O)NS(=O)(=O)c2cccc(C#N)c2)CCN1C(=O)Cc1cc(F)ccc1F (stereo not drawn)
 : -4, -2.3, -0.1, 18, 0, 4, -4, x
CN(C(=O)CC1C(=O)NCCN1CC(c1ccccc1)c1ccccc1)C(C1CC1)C1CC1 (stereo not drawn)
 : -12, 2.4, 0.0, -46, 2, 4, -11, 2
O=C1CSC(=S)N1N=Cc1cccc2ccccc12
 : 2, -5.3, 0.0, 8, 2, -5, 9, 37
CC(CNC(=O)c1ccc2c(c1)OCO2)c1ccc([N+](=O)[O-])cc1 (stereo not drawn)
 : 13, -2.6, 0.2, -5, 2, 0, 11, -6
CC1(C)CC(C(CCN(Cc2ccccc2)C(=O)c2ccco2)c2ccc(F)cc2)CCO1 (stereo not drawn)
 : 17, x, 0.1, -16, x, x, x, 0
C[C@H]1CN([C@@H](C)CO)S(=O)(=O)c2ccc(-c3ccc(C(=O)N(C)C)cc3)cc2O[C@H]1CN(C)C(=O)C1CC1
 : x, 0.1, -0.2, 7, x, x, -8, x
COc1ccc(C(C(=O)NCc2ccccc2)n2c(=O)c(-c3ccco3)nc3ccccc32)cc1 (stereo not drawn)
 : 4, 1.6, 0.0, 5, -4, 10, -17, x
CCS(=O)(=O)N[C@H]1C=C[C@@H](CC(=O)Nc2ccc(-c3ccccc3)cc2)O[C@@H]1CO
 : 0, 5.7, 0.4, 4, -1, x, -5, -5
CCCOc1cccc(C2C(C(=O)c3ccc(C)o3)=C(O)C(=O)N2CCN2CCOCC2)c1 (stereo not drawn)
 : -3, -1.0, 0.0, 9, 4, 1, x, 9
C/C=C/c1ccc(OCC(=O)Nc2ccncc2)c(OC)c1
 : -5, -3.4, 0.0, -17, 1, -7, -22, -5
O=C(NCC[C@H]1CC[C@H](NC(=O)Nc2cc(F)ccc2F)[C@@H](CO)O1)Nc1ccc(Cl)cc1
 : -27, 1.3, -0.3, -7, x, x, -15, x
Cc1cc(C)cc(NC(=O)CSc2nc3[nH]ncc3c(=O)[nH]2)c1
 : 15, x, -0.1, 3, 0, -1, 4, 1
C[C@H]1CN([C@@H](C)CO)S(=O)(=O)c2ccc(-c3ccc(F)cc3)cc2O[C@H]1CN(C)C(=O)C1CCC1
 : x, -1.2, -1.0, -29, x, x, 5, x
Cn1nc(C(=O)NCCc2ccc3c(c2)OCCO3)c2ccccc2c1=O
 : -2, -5.7, 0.2, 19, -5, -2, 0, -7
C[C@@H]1CCCCO[C@H](CN(C)Cc2ccccc2)[C@@H](C)CN([C@H](C)CO)C(=O)c2cc(NC(=O)Nc3ccc(C(F)(F)F)cc3)ccc2O1
 : 7, 3.8, 0.2, 6, 0, -3, -8, -5
COc1ccc(CN(C)C[C@H]2Oc3ccc(NC(=O)Nc4c(C)noc4C)cc3C(=O)N([C@@H](C)CO)C[C@@H]2C)cc1
 : -12, 2.3, -0.8, 17, 0, 18, -3, x
C/C(=N/Nc1ccc([N+](=O)[O-])cc1)c1ccc(C)cc1C
 : -89, 2.4, 0.0, 10, 1, 0, -65, 5
O=C(CC1SCCNC1=O)NCc1ccccc1 (stereo not drawn)
 : -15, 4.1, 0.1, -1, 2, -5, -2, x
Cc1cccc(C)c1NC(=O)COc1ccc2c(C)c(Cc3ccccc3)c(=O)oc2c1
 : -2, -0.9, 0.0, -6, -2, -3, 4, -4
Cc1cccc(-n2nc3c(c2NC(=O)c2ccco2)CS(=O)C3)c1C (stereo not drawn)
 : 9, -0.7, 0.0, -8, 1, 14, 1, 3
O=C(NC1CCCCC1)c1cc(F)cc2c1OCOC2
 : 1, 0.8, 0.0, 12, 3, 2, 11, -3
CC(NC(=O)C(C)N1c2cccc3cccc(c23)S1(=O)=O)c1ccccc1 (stereo not drawn)
 : 8, -0.5, 0.0, -6, 0, -4, 6, -4
CC(C)C(=O)Nc1ccc2c(c1)C(=O)N(C)[C@H]1CC[C@@H](CC(=O)N[C@@H](C)c3ccccc3)O[C@@H]1CO2
 : -9, 1.2, 0.5, -1, x, 8, 2, -10
COc1ccccc1NC(=O)N1C[C@H]2[C@@H](c3ccccc31)[C@H](CO)N2CC1CCOCC1
 : 20, 1.4, -0.1, 5, -1, 6, 9, 4
COCC(=O)N(C)C[C@H]1Oc2cc(-c3ccc(C#N)cc3)ccc2S(=O)(=O)N([C@H](C)CO)C[C@H]1C
 : 8, 0.1, -1.1, 19, -3, 5, 4, -6
CN1C(=O)c2cc(NC(=O)Nc3ccc(Cl)cc3)ccc2OC[C@H]2O[C@@H](CC(=O)NCCN3CCCCC3)CC[C@H]21
 : -17, -1.3, 0.0, 2, -3, -2, -203, 5
CC(=O)c1cccc(NC(=O)c2ccc(S(=O)(=O)N3CC(C)OC(C)C3)cc2)c1 (stereo not drawn)
 : 1, 0.4, -0.1, 15, 5, 0, 4, -2
Cc1cc(=O)oc2cc(OCC(=O)N3CCN(c4ccc(F)cc4)CC3)ccc12
 : -18, 0.1, 0.3, -8, x, u, x, 2
COc1ccc(CN(C)C[C@H]2Oc3c(NC(=O)NC4CCCCC4)cccc3C(=O)N([C@@H](C)CO)C[C@H]2C)cc1
 : 2, -4.2, 0.1, -10, 4, 19, 15, 5
Cc1cc(=O)[nH]c(SCC(=O)Nc2cc(S(=O)(=O)N3CCCC3)ccc2Cl)n1
 : 10, -2.6, 0.0, 0, 1, -1, 0, -1
COCCC(=O)N1CCCC(CNS(=O)(=O)c2ccc(OC)cc2)C1 (stereo not drawn)
 : 10, 0.0, 0.3, 2, 1, -3, 0, -1
O=C(NCCc1ccc2c(c1)OCO2)Oc1ccccc1
 : -21, 0.2, 0.1, 5, -2, -7, -4, x
Cc1noc(C)c1S(=O)(=O)Nc1ccc2c(c1)C(=O)N([C@@H](C)CO)C[C@H](C)[C@@H](CN(C)Cc1ccc(C(=O)O)cc1)O2
 : x, -0.2, 0.1, 4, -1, -4, -13, -5
O=C(Nc1nnc(-c2cccc(F)c2)s1)Nc1ccccc1F
 : -27, x, 0.0, 7, 2, 0, -48, x
O=C(NC1CC1)C1CCN(C2CCN(C(=O)c3ccc4cccc(F)c4n3)CC2)CC1
 : 7, -1.2, 0.2, 7, 1, -3, 9, 3
CCCc1nc(SCC(=O)Nc2nnc(SCC)s2)c2c(=O)n(C)c(=O)n(C)c2n1
 : -16, -1.8, 0.0, -2, 0, 0, -5, 0
COc1cc(CN2CC3(CCN(S(=O)(=O)c4cccc(F)c4)CC3)c3c([nH]c4cc(OC)ccc34)[C@H]2CO)cc(OC)c1
 : 45, 0.2, 5.3, 10, 5, -4, 9, x
Cc1ccc(Nc2nc3ccccc3n3nnnc23)cc1
 : -38, -5.9, 0.1, -5, 0, 1, -31, -9
CC[C@@H]1C/C=C\Cc2ccccc2[C@H](C(=O)C[C@@H](O)CC(C)=O)OC1=O
 : -4, 3.2, -0.3, x, 2, -3, 5, -2
